FLuc counter: inhibits or activates purified firefly luciferase, miR-21 counter-screen | P08659 | purified FLuc, Km substrates, luminescence inhibition | Potency, µM (doses to about 57.5 µM), for inactives: at the highest dose activity change, negative = inhibition, usual class: inhibitors | 360,000 tested, 6.9% active | AID 588342;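 note: plate controls were vehicle for no effect and reference inhibitor for full effect; nearly all actives have a fitted effect of over 55% in size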
Target sequence (P08659 whole entry, looked up): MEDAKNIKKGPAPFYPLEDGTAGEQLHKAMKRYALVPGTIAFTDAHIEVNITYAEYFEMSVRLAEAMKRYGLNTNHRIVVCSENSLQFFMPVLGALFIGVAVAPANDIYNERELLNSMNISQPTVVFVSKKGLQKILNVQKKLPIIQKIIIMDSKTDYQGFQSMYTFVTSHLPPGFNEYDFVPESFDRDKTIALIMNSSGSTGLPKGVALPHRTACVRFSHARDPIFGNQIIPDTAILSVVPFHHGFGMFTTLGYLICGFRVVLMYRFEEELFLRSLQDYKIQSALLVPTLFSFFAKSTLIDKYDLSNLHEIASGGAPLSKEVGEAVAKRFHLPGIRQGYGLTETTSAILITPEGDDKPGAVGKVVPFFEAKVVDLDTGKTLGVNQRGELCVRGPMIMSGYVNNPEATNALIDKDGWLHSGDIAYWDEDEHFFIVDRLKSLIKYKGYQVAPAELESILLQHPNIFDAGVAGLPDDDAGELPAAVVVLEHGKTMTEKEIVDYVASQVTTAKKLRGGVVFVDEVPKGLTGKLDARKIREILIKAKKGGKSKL
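Purified P. pyralis luciferase, 10 nM final, with Km-level 10 uM D-luciferin and 10 uM ATP in 50 mM Tris acetate pH 7.5, 10 mM Mg acetate, 0.01% Tween-20, 0.05% BSA; 6-point qHTS titration about 60 µM downward; luminescence read.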
BRCA1 expr act: increases BRCA1 expression | Potency, µM (highest dose often 46.1 µM), without a hit: at the highest dose activation, hits mostly activators | 380,000 tested, 1.1% active | MCF7-BRCA1-FFLuc reporter, luminescence, 48 h; response scale: scaled: vehicle 0%, 10 µM genistein 100%; note: nearly all actives have a fitted effect of over 80% in size; some results filed as inactive show a strong effect at the top dose
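Luminescence from a BRCA1-driven firefly luciferase in MCF7 cells was read after 48 h compound exposure at 37 C. Data normalized against DMSO and a 10microM genistein activation control, then curve-fitted across the titration.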
Rab9 promoter act: activators of Rab9 promoter; Huh7 Rab9 promoter-luciferase reporter, luminescence, 24 h; Potency, µM (doses to about 9.22 µM), inactives show at the top dose activation, negative = inhibition, usual class: activators; 320,000 tested, 2.8% active; note: % of control where 0% means no effect; nearly all actives have a fitted effect of over 60% in size
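Cell-based reporter: Huh7 stable for Rab9 promoter-driven luciferase, plated in reduced-serum medium with 10% FBS at 1500 cells/well, compound-treated 24 h at 37 °C, luminescence read after 10 min reagent.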
RORgamma inh: inhibitors of mouse ROR gamma transcriptional activity. P51450. Drosophila S2 Gal4-RORgamma UAS-luciferase reporter, 20 h. Potency, µM (top dose mostly 53.6 µM), for the others: top-dose activity change, negative = inhibition, actives largely listed as inhibitors. 310,000 tested, 5.4% active; note: % is set by controls: 0 for no effect and ±100 for the full control effect; nearly all actives have a fitted effect of over 60% in size
Target sequence (P51450 whole entry, looked up, the tested form may be a part): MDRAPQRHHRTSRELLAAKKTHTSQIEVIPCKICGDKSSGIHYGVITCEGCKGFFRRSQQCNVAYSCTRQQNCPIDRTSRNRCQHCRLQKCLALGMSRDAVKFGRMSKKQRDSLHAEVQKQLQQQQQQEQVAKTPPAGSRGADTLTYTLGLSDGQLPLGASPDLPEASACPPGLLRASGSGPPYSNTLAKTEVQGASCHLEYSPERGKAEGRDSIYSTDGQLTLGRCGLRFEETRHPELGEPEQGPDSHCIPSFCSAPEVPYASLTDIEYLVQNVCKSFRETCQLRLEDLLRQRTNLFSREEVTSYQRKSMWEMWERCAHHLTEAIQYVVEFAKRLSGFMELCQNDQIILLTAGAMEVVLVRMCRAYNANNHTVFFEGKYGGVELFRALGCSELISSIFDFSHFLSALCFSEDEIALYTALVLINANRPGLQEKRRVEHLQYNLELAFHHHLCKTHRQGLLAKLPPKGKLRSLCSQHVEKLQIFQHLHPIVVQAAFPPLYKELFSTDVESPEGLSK
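ROR gamma transcriptional activity was tracked as Gal4-UAS luciferase output in stably transfected Drosophila Schneider cells, with compound added 1 hr before 700 uM copper sulfate induction and a 20 hr ambient-temperature incubation.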
MBNL1-CUG inh: inhibitors of human MBNL1 binding to CUG repeat RNA; TR-FRET MBNL1-His/biotin-(CUG)12 binding, 665/545 ratio; Potency, µM (series often up to 57.5 µM), for the others: top-dose activity change, negative = inhibition, usual class: inhibitors; 280,000 tested, 0.036% active; active = well fitted inhibition curve with a large enough effect in the signal ratio, with a control signal flat, not every such curve was filed as active; inconclusive = small, poorly fitted or top-dose-only effect, or effect the other way, or a change in a side signal; inactive = no such curve, though single readings can be large or run the other way; the % refers to the signal ratio; note: % is set by controls: 0 for no effect and ±100 for the full control effect
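TR-FRET readout: Ex 340 nm, 665/545 nm emission ratio, normalized to buffer-only (basal) and MBNL1-(CUG)12 controls. Complex of MBNL1-His with Biotin-(CUG)12, compounds 92 nM–58 uM, incubated 60 min at room temperature.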
p53 reactivator: re-activators of mutant p53. H1299 p53-A138V BP100-luciferase reporter, luminescence, 24 h. Potency, µM (doses to about 92.2 µM), for the others: at the top dose activity change, positive = activation, usual class: activators. 320,000 tested, 0.063% active. AID 504706; note: % of control where 0% means no effect; nearly all actives have a fitted effect of over 45% in size
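H1299 (p53-null), stable ts p53-A138V + BP100-Luc; 1000 cells/well, Opti-MEM/10% FBS; cpd 4 pt, 1:5; 24 h, 37 deg C, 5% CO2; detection reagent 10 min RT; luminescence.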
MLL CXXC-DNA inh: inhibitors of human MLL CXXC domain-DNA interaction. MLL-CXXC / FITC-HOXA9 DNA fluorescence polarization. 290,000 tested, 0.037% active. Potency, µM (series often up to 115 µM), without a hit: at the highest dose activity change, negative = inhibition, usual class: inhibitors; active = well fitted inhibition curve with a large enough effect in the polarisation, with a control signal flat, not every such curve was filed as active; inconclusive = small, poorly fitted or top-dose-only effect, or effect the other way, or a change in a side signal; inactive = no such curve, though single readings can be large or run the other way; the % refers to the polarisation
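Fluorescence polarization: 7 uM MLL-CXXC (stock) preincubated 5 min with compounds, then 50 nM fluorescein-HOX-A9 DNA (stock) added; 30 min ambient. Buffer 50 mM Tris-HCl pH 7.5, 50 mM NaCl, 1 mM DTT, 0.05% BSA.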
NPC1 promoter act: NPC1 promoter activation. Huh7 NPC1 promoter luciferase reporter, 24 h. Potency, µM (series often up to 9.22 µM), inactives show at the highest dose activation, usual class: activators. 320,000 tested, 2.4% active;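 note: % of control where 0% means no effect; nearly all actives have a fitted effect of over 60% in size; reporter is driven by a mutant NPC1 promoter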
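Huh7 reporter cells (NPC1 promoter driving luciferase) are dosed with compound for 24 h at 37 °C, 5% CO2; luciferase detection reagent is then added and luminescence measured after 10 min at ambient temperature.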
uPA surface inh: blocks generation of uPA at the cell surface. Potency, µM (titrated, usually from 38.3 µM), for inactives: top-dose activity change, negative = inhibition, hits mostly inhibitors. cell surface uPA generation assay, qHTS. AID 540303. 330,000 tested, 0.31% active; active = well fitted inhibition curve with a large enough effect; inconclusive = small, poorly fitted or top-dose-only effect; inactive = no such curve, though single readings can be large or run the other way; tested in mouse RAW 264.7 cells; note: % is set by controls: 0 for no effect and ±100 for the full control effect; nearly all actives have a fitted effect of over 55% in size
ELG1 genotoxic: genotoxicity induction in ELG1-luciferase HEK293T cells; Potency, µM (titrated, usually from 46 µM), for inactives: top-dose activity change, positive = activation, hits mostly activators; AID 504466; 330,000 tested, 1.3% active; HEK293T ELG1-luciferase reporter, luminescence, 16 h; note: % of control where 0% means no effect; nearly all actives have a fitted effect of over 60% in size
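16 hr compound incubation (37 °C, 5% CO2) of HEK293T cells carrying luciferase-tagged ELG1; luciferase then measured by ONE-Glo luminescence after 30 min at RT.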
Gal4-VP16 FLuc: Gal4-VP16 reporter inhibition counter-screen; Potency, µM (highest dose often 53.6 µM), without a hit: at the top dose activity, negative = inhibition, usual class: inhibitors; Drosophila S2 Gal4-VP16 UAS-luciferase, luminescence, 20 h; AID 2546; 310,000 tested, 3.5% active;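 note: Gal4-VP16 expression switched on by copper sulfate through the metallothionein promoter; % is set by controls: 0 for no effect and ±100 for the full control effect; nearly all actives have a fitted effect of over 50% in size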
Starred values were filed as active, the others as inactive; ? = inconclusive; / = no result given; & = joins results of further samples; [ ] = remark or other dose. Unless noted, calls come from the whole dose curve; as a rule, active = well fitted curve in the direction sought with a large enough effect; inconclusive = small, poorly fitted or top-dose-only effect, or another doubt; inactive = no such curve, though single readings can be large; an effect the other way counts as inactive or inconclusive. Potency is the fitted concentration of half-maximal effect.

mol	FLuc counter	BRCA1 expr act	Rab9 promoter act	RORgamma inh	MBNL1-CUG inh	p53 reactivator	MLL CXXC-DNA inh	NPC1 promoter act	uPA surface inh	ELG1 genotoxic	Gal4-VP16 FLuc
CN(Cc1nc2ccccc2n1C)S(=O)(=O)c1ccc(Cl)cc1	-1.3%	-21.3%	1.5%	?	-3.3%	-4.0%	3.0%	-2.1%	-3.2%	-3.2%	8.7%
O/N=C1/CCSc2ccccc21	0.1%	9.8%	-1.6%	34.7%	1.5%	20.8%	-6.9%	-4.0%	8.1%	-1.1%	-2.1%
O=C(Nc1cccc(F)c1)NC1(C(=O)N2CCC(O)CC2)CCCCC1	0.3%	-12.5%	4.0%	9.8%	0.0%	-5.1%	2.0%	-0.7%	3.5%	-1.9%	9.5%
CCc1cccc(CC)c1NC(=O)c1ccccc1	-0.3%	0.7%	0.1%	6.5%	-3.7%	9.0%	8.4%	-1.7%	-8.4%	-0.9%	11.9%
Cc1cc2oc(=O)cc(-c3ccccc3)c2c(C)c1-c1ccc(OC(F)(F)F)cc1	/	-8.5%	/	-0.3%	/	-1.4%	/	/	15.5%	1.6%	-1.0%
COc1cc(C(=O)N[C@H](C(=O)Nc2nnc(C3CC3)s2)C(C)C)cc(OC)c1OC	-0.7%	-30.6%	-0.9%	20.7%	/	-3.1%	-6.8%	-3.2%	-1.5%	6.1%	-10.2%
Cc1cc(N2CCOCC2)nc(SCC(=O)c2ccccc2)n1	?	82.0%	?	26.2%	-12.9%	?	-1.6%	11.6%	4.0%	13.1%	4.9%
COc1ccc(S(=O)(=O)N2CCCCC2C(=O)O)cc1 (configuration not stated)	3.1%	-0.5%	1.7%	-5.9%	-1.3%	6.8%	6.2%	0.6%	9.2%	1.4%	-4.1%
CCN1C(=O)[C@@H]2[C@@H](c3ccc(-c4ccc(C(C)=O)cc4)cc3)N3CCCC[C@@]3(C(=O)OC)[C@@H]2C1=O	1.9%	0.0%	-2.8%	/	/	-10.5%	/	0.4%	10.9%	-6.6%	/
CC(=O)Nc1ccccc1C(=O)N1CCN(c2cccc(C)c2C)CC1	-0.8%	-0.8%	-16.2%	-9.3%	-8.5%	-0.6%	-1.7%	-0.6%	17.7%	-3.0%	-8.6%
CCOP(=O)(OCC)C(Nc1ccccn1)c1ccc(F)cc1 (configuration not stated)	6.5%	-12.8%	-2.8%	-8.3%	-11.5%	-8.0%	2.3%	1.1%	5.3%	0.0%	-9.0%
CCC1Oc2ccc(C)cc2N(CC(=O)NCc2ccco2)C1=O (configuration not stated)	1.4%	33.8%	-4.7%	2.1%	-9.7%	-1.0%	-2.3%	-3.0%	-11.4%	-1.3%	-0.9%
O=C(c1ccc(OC2CCN(C/C=C/c3ccccc3)CC2)cc1)N1CCCC1	-0.7%	-17.8%	9.1%	-28.4%	-11.8%	-16.9%	6.4%	8.5%	-5.0%	-0.5%	-5.8%
COc1ccc(-n2cc(C(=O)O)c(=O)cc2C)cc1	-0.1%	4.1%	1.2%	-2.1%	/	-3.1%	3.8%	-9.9%	2.6%	0.4%	-8.4%
Cc1cccc(-[n+]2c(C)cc(C)c3c(=O)[nH]c(=O)[nH]c32)c1	-5.7%	-2.6%	-0.8%	42.3%	-3.9%	-3.1%	2.4%	-2.8%	-2.2%	-1.7%	-12.8%
COc1cc(OC)cc(C(=O)NCC(=O)N2CCC(C)CC2)c1	-5.7%	3.7%	3.4%	10.0%	2.5%	2.9%	-1.7%	3.7%	-0.2%	2.1%	1.2%
O=C(C1=C[C@@H](c2coc3ccccc3c2=O)C[C@@H](OCc2ccc(CO)cc2)O1)N1CCCCCCC1	-0.6%	0.0%	-0.1%	7.8%	-9.9%	-7.9%	-10.3%	1.1%	8.9%	-5.8%	-9.3%
COc1ccc(-c2cc(C(F)(F)F)nc(N3CCN(Cc4ccccc4)CC3)n2)cc1OC	1.9%	-37.0%	-1.3%	-7.7%	-3.0%	-4.9%	6.1%	-1.9%	0.4%	-7.1%	-2.9%
COc1cccc(NC(=O)COC(=O)c2cccnc2)c1	-5.3%	8.4%	3.2%	10.6%	-0.5%	-5.5%	-5.4%	1.2%	-1.4%	-4.2%	-7.5%
Cc1sc2ncn(CC(=O)NCc3ccccc3)c(=O)c2c1C	-1.8%	-23.1%	-4.2%	-5.1%	7.1%	2.5%	-4.9%	-2.7%	-18.6%	-1.3%	8.5%
NC(=O)NC(c1ccccc1)c1ccccc1	-0.3%	2.7%	-1.0%	10.1%	0.9%	8.7%	2.5%	-1.4%	8.0%	4.6%	4.1%
COC(=O)c1cc(Br)cn1S(=O)(=O)c1ccccc1	-0.7%	-8.3%	-2.8%	28.4%	3.4%	-9.7%	-20.7%	0.7%	-3.6%	-2.7%	-0.2%
CCOC(=O)CNC(=O)N1CCCC(C(=O)c2ccccc2SC)C1 (configuration not stated)	2.7%	-2.2%	-4.1%	3.0%	-9.9%	-1.7%	3.8%	-3.0%	-11.0%	0.6%	-2.5%
Cc1ccc2c(c1)N(C(=O)CCC(=O)NCCCN1CCN(C)CC1)CCO2	6.6%	9.5%	2.5%	-21.5%	-2.8%	/	/	3.1%	-8.4%	3.0%	-5.9%
O=C(NCCN1CCC(Cc2ccccc2)CC1)C1CCN(S(=O)(=O)N2CCC3(CC2)OCCO3)CC1	-3.1%	-11.3%	-8.4%	15.9%	-5.0%	15.0%	5.8%	-5.9%	4.1%	-0.4%	-12.3%
CC(C)N(C(=O)CSc1nnc(Cn2nnc3ccccc32)n1C)C(C)C	0.8%	3.0%	-6.2%	6.0%	-3.8%	13.0%	6.0%	-1.7%	-0.8%	-2.0%	-1.0%
O=C(c1ccc(Cl)cc1)c1cn[nH]c1-c1ccccc1O	-15.8%	-1.5%[1.84 µM]	-5.5%	?	-3.1%	1.9%	-13.8%	6.3%	1.5%	0.9%	3.8%
O=C(N/C=N/OCc1ccc(Cl)cc1Cl)NOCc1c(Cl)cccc1Cl	3.0%	-56.5%	/	?	2.9%	/	21.3%	/	3.2%	/	?
COc1ccc(-c2cc(-c3nnc(COC(=O)C4CC4C)o3)c3ccccc3n2)cc1OC (configuration not stated)	?	-5.1%	-0.2%	16.1%	14.5%	-14.4%	-1.1%	-1.5%	-6.2%	-2.9%	-0.7%
COc1ccc(C(=O)NCc2ccc(S(N)(=O)=O)cc2)cc1[N+](=O)[O-]	3.8%	-12.8%	-3.3%	12.6%	?	-1.4%	1.7%	0.7%	18.4%	2.8%	-10.2%
COc1ccc(S(=O)(=O)Nc2ccc(S(=O)(=O)Nc3ccc(F)cc3)cc2)cc1C	0.2%	-22.2%	-2.8%	-20.9%	-4.6%	-8.3%	3.0%	-2.5%	2.1%	-3.0%	-13.0%
CC(=O)NC1C(=O)SC1(C)C (configuration not stated)	0.3%	/	1.4%	3.1%	7.1%	4.9%	-4.5%	-2.5%	/	2.9%	-4.0%
CCc1ccc(NC(=O)c2ccc(NC(=O)C3CCCO3)cc2)cc1 (configuration not stated)	?	-7.2%	1.1%	-36.8%	6.3%	-4.0%	-8.1%	14.8%	-10.2%	-9.4%	?
COC(=O)[C@@]1(Cc2ccc(F)cc2)[C@H]2c3cc(C(=O)N4CCCC4)n(CCc4ccc(O)c(O)c4)c3C[C@H]2CN1C(=O)c1ccccc1	-13.8%	/	-10.6%	-19.1%&40.8%	-27.6%	-12.5%	-1.2%	-6.3%	/	-2.4%	-23.2%&5.5%
COc1cc(/C=C/C(=O)OCC(=O)NCCN2C(=O)CSC2=O)ccc1OC(F)F	-6.0%	2.2%	0.3%	4.0%	6.2%	2.8%	-26.4%	-2.4%	0.2%	5.8%	-20.2%
COc1cc(C(=S)N2CCN(c3ccccc3Cl)CC2)cc(O)c1O	-14.3%	-16.9%	-0.5%	?	-5.3%	-5.1%	21.2%	-2.0%	?	-8.6%	-5.9%
NC(=O)CSc1nnc(-c2ccc(S(=O)(=O)N3CCOCC3)cc2)n1Cc1ccccc1	3.5%	12.6%	1.4%	-1.0%	-3.4%	6.9%	-5.7%	-1.4%	1.9%	-17.0%	3.0%
Cc1ccc(C(C(=O)NC(C)(C)C)N(C(=O)c2csnn2)c2ccccc2F)o1 (configuration not stated)	1.5%	-3.9%	-4.9%	-5.2%	2.9%	1.1%	-8.0%	13.4%	2.2%	-0.3%	-14.6%
CCCN1CCN(C(=O)c2cccc3c2C(=O)N(CCOC)C3)CC1	1.8%	-9.6%	0.5%	-20.2%	-6.3%	8.2%	0.3%	-1.8%	2.2%	-0.8%	2.1%
O=C(CN(C(=O)c1csnn1)c1cccc2c1CCCC2)NCc1ccccc1	2.3%	-4.6%	4.1%	-40.4%	-4.3%	-4.5%	-0.7%	-2.6%	21.3%	-5.7%	-4.6%

Compound activity from PubChem.

The list is partial (hit frequency here may not be typical).
